ATXN2 expr inh = Primary qHTS for Inhibitors of ATXN expression. AID 1745845, 2022. HEK-293 ATXN2-luciferase reporter, luminescence, 24 h. Potency, µM (highest dose often 57 µM), inactives show top-dose activity change, negative = inhibition, usual class: inhibitors. hit rate 0.72% among 360,000; further: potency means the concentration at half of the fitted maximal effect; on the % scale 0 is the no-effect control and ±100 the full control effect; nearly all actives have a fitted effect of over 55% in size
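qHTS (up to 57 uM final) was run with 24 h compound exposure of reporter cells at 37 °C. Each well was multiplexed: SteadyGlo luminescence measured ATXN2-luciferase expression after a fluorogenic Gly-Phe-AFC viability readout (25 uM final).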
EPAC2 ag = qHTS for Agonist of cAMP-regulated guanine nucleotide exchange factor 4 (EPAC2): primary screen | Rap guanine nucleotide exchange factor 4 (Homo sapiens), Q8WZA2 | EPAC2 activation, biochemical qHTS; response scale: 100% = 6.5 mM cAMP response | Potency, µM (series often up to 154 µM), for inactives: at the top dose activation, hits mostly activators | hit rate 0.079% among 360,000 | AID 720711, 2013; further: potency means the concentration at half of the fitted maximal effect; nearly all actives have a fitted effect of over 50% in size
Target sequence (Q8WZA2 whole entry, looked up): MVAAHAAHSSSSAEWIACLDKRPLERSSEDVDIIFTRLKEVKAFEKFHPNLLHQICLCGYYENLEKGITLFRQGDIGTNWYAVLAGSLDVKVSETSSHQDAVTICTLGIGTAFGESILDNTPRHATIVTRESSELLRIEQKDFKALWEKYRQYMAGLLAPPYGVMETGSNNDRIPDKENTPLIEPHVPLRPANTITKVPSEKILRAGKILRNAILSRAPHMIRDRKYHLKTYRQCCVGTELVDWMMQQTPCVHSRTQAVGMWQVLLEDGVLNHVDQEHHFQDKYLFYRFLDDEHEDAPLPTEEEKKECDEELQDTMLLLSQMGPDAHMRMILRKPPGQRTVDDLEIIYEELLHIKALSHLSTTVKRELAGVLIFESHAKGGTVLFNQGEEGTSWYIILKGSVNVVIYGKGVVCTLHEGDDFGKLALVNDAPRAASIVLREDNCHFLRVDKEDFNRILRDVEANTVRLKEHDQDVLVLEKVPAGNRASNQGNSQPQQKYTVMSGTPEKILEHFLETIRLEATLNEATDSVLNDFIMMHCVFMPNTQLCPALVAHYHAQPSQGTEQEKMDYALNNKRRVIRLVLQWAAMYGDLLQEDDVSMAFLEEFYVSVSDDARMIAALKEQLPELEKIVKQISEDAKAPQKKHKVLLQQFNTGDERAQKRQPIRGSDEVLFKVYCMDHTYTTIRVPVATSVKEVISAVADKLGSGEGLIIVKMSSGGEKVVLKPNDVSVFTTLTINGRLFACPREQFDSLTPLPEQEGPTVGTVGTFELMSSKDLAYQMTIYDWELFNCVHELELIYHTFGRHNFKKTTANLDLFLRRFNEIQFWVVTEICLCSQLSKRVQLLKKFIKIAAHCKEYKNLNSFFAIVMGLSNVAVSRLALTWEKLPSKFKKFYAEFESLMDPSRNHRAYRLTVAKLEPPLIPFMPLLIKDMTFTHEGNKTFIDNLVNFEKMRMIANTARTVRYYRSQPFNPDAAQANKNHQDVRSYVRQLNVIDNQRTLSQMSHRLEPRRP
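Exchange assay: 100 nM EPAC2 with 250 nM Rap1B-BODIPY-GDP and 50 uM GDP. Fluorescence (ex 480/em 540 nm) read every 5 min for 30 min at room temperature. Data normalized to 6.5 mM cAMP as agonist control.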
Nrf2 ARE act = qHTS of Nrf2 Activators | AREc32 ARE-luciferase reporter (MCF7-derived line), luminescence, 24 h | Potency, µM (top dose mostly 46.1 µM), inactives show at the highest dose activation, most hits filed as activators | hit rate 0.31% among 410,000; further: potency means the concentration at half of the fitted maximal effect; % of control where 0% means no effect; nearly all actives have a fitted effect of over 65% in size
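AREc32_Fluc, 1000 cells/well, OPTI-MEM + 5% FBS, o/n 37 deg C 5% CO2; 23 nL cpd by pin tool, 24 hr; Steady-Glo 30 min RT, luminescence.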
HepG2 tox = qHTS for Inhibitors of TGF-b: Cytotox Counterscreen | HepG2 CAGA-GFP viability, ATP luminescence, 18 h | Potency, µM (series often up to 46.1 µM), without a hit: at the top dose activity change, negative = cytotoxicity, most hits filed as cytotoxic | hit rate 0.76% among 410,000 | AID 588856, 2011; further: potency means the concentration at half of the fitted maximal effect; some results filed as inactive show a strong effect at the top dose
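CellTiter-Glo luminescence gave cytotoxicity after 18 hours at 37 degrees C. The cells were HepG2 CAGA-GFP in 1% FBS DMEM, stimulated with 500 pg/mL TGF-beta after compound addition. %Activity was normalised to no-cell wells (complete cell-killing) and DMSO (no toxicity), and curves were fitted and classified.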
S2 tox = Viability Counterscreen for Primary qHTS for Inhibitors of ATXN expression; S2 cells (HEK-293 line with an ATXN2-luciferase reporter) viability, CellTiter-Fluor protease fluorescence, 24 h; Potency, µM (doses to about 56.7 µM), most hits filed as cytotoxic; hit rate 0.49% among 400,000; further: potency means the concentration at half of the fitted maximal effect; nearly all actives have a fitted effect of over 40% in size
TGFb SMAD3 inh = qHTS for Inhibitors of TGF-b; HepG2 CAGA-GFP TGF-b/SMAD3 reporter, GFP fluorescence, 18 h; TGF-beta stimulated, 500 pg/mL final; Potency, µM (titrated, usually from 46.1 µM), for inactives: at the top dose activity, negative = inhibition, hits mostly inhibitors; hit rate 1.2% among 410,000; further: potency means the concentration at half of the fitted maximal effect; on the % scale 0 is the no-effect control and ±100 the full control effect; nearly all actives have a fitted effect of over 65% in size
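TGF-beta reporter screen: HEPG2 CAGA-GFP, 1% FBS, 500 pg/mL TGF-beta final, 18 h; per-cell GFP summed per well; curves fitted and categorized by class.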
A549 viability = Nrf2 qHTS screen for inhibitors: counterscreen for cytotoxicity; A549 ARE-Fluc cells, CellTiter-Fluor viability, 18-24 h; hit rate 0.16% among 390,000; Potency, µM (highest dose often 46 µM), inactives show at the top dose activity change, negative = cytotoxicity, hits mostly inhibitors; further: potency means the concentration at half of the fitted maximal effect; on the % scale 0 is the no-effect control and ±100 the full control effect
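A549 ARE_Fluc cells in 5% FBS OPTI-MEM were exposed to compounds in concentration-response for 18-24 h at 37 deg C. Viability was read by CellTiter-Fluor fluorescence (Ex 405/Em 525) after 30 min, before the luciferase read.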
Nrf2 inh = Nrf2 qHTS screen for inhibitors; AID 504444, 2011; Potency, µM (series often up to 46 µM), for inactives: at the highest dose activity change, negative = inhibition, hits mostly inhibitors; hit rate 2.1% among 360,000; A549 ARE-Fluc reporter, luciferase luminescence, 18-24 h; further: potency means the concentration at half of the fitted maximal effect; on the % scale 0 is the no-effect control and ±100 the full control effect; nearly all actives have a fitted effect of over 60% in size
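Concentration-response testing used A549 ARE_Fluc cells at 5000 cells/well. Following an 18-24 h compound incubation, viability was read by fluorescence (Ex 405/Em 525) and luciferase output by luminescence.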
IL2 activator = qHTS of IL-2 Activators; activation, % (series mostly up to about 46 µM); IL-2 activation reporter assay, cell-based qHTS; stimulated with anti-CD3/CD4/CD28 beads; in transgenic mouse T cells; hit rate 0.065% among 360,000; in the data active means activation above about 50%; inconclusive means mostly about 30% to 49%; further: 0% is about no effect
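Unstimulated transgenic mouse T cells; 60-min compound exposure; bead-based TCR/CD4/CD28 stimulation; 18 h culture, 37 degrees C; dual fluorescence (EGFP, DsRed) plate cytometry.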
Numbers without * were called inactive; i = inactive; ? = inconclusive; . = no result given; [ ] = dose if it differs, or a comment. Unless noted, the call rests on the fitted dose curve; in most records, active means well fitted curve in the direction sought with a large enough effect; inconclusive means small, poorly fitted or top-dose-only effect, or another doubt; inactive means no such curve, though single readings can be large; an effect the other way counts as inactive or inconclusive. Hits appear at their usual frequency. About 4.3% of those tested had a hit in this group.

SMILES | IL2 activator | Nrf2 inh | Nrf2 ARE act | S2 tox | ATXN2 expr inh | A549 viability | EPAC2 ag | TGFb SMAD3 inh | HepG2 tox
O=C(O)C(Cc1ccccc1)NC(=O)C(Cc1ccccc1)NC(=O)C12CC3CC(CC(C3)C1)C2 (stereo not given) | 1.6 | 6% | -0.2% | i | -15% | -3% | 9% | 4% | 3%
O=C(COC(=O)/C=C/c1ccccc1)NC1CC1 | -0.5 | 0% | 3.4% | i | 6% | 0% | 9% | 3% | -3%
CC1CCC2(CC1)NC(=O)N(NC(=O)c1cccc(N(C)C)c1)C2=O (stereo not given) | 0.8 | 0% | -0.1% | i | -8% | 2% | 6% | -2% | -1%
CC(C)COC(=O)Nc1ccccc1C(=O)N1CCOCC1 | 0.0 | 20% | -0.3% | i | 3% | 17% | 11% | 8% | 2%
COc1cc(NCCCn2cnc(C(=O)Nc3ccc(C)c(C)c3)n2)cc(OC)c1OC | -0.5 | -6% | 3.3% | i | -2% | -7% | 10% | -5% | -1%
C[C@H](NC(=O)C1CCC(CNC(=O)[C@@H]2CCCN2C(=O)OC(C)(C)C)CC1)C(=O)O (stereo not given in full) | 0.4 | 0% | -0.2% | ? | -9% | 0% | 2% | 1% | 3%
C/C(=C\c1cccs1)C(=O)c1c(C)cc(C)[nH]c1=O | -1.1 | 6% | 0.1% | i | 2% | -3% | 1% | 1% | -2%
CCCCn1nnc(NC(=O)COc2cc(C)ccc2C(C)C)n1 | 0.9 | ? | 0.3% | i | 16% | 3% | 1% | ? | -5%
Oc1ccc(F)c2cccnc12 | -0.7 | 4% | ? | i | -6% | 2% | -5% | ? | 1%
Cc1[nH]c2ccccc2c1/C=N\NC(=O)Cn1nnc(-c2ccccc2)n1 | -2.5 | -3% | -0.1% | i | . | 7% | 10% | -5% | -50%
Cc1onc(-c2ccccc2Cl)c1C(=O)NC(C)c1ccccc1 (stereo not given) | -0.1 | -27% | -1.1% | i | 8% | -3% | 2% | -15% | 1%
Cc1ccc(C(=O)NNC2=Nc3cc([N+](=O)[O-])ccc3OC2)cc1 | -1.3 | 4% | 2.0% | i | -17% | 1% | 6% | 4% | -4%
Cc1ccccc1-c1nc(CS(=O)(=O)CC(=O)NC2CC2)c(C)o1 | -1.7 | 7% | -0.6% | i | 5% | 1% | 6% | 3% | 2%
COc1ccc(CCN2CC(C(=O)NCCc3ccccc3C)CCC2=O)cc1 (stereo not given) | -3.3 | -10% | 0.3% | i | 10% | 1% | 1% | -2% | -5%
O=C(CN1CCN(Cc2ccc(F)cc2)CC1)Nc1nc2ccccc2s1 | -0.1 | -15% | 4.2% | . | . | -4% | 4% | ? | -44%
COc1ccccc1OCC(=O)Nc1ccc(S(=O)(=O)NC(C)=O)cc1 | -0.1 | 9% | 0.0% | i | 2% | 13% | -10% | -8% | 6%
OCC1(Cc2ccc(Cl)cc2)CCN(CCCc2ccccc2)CC1 | -0.7 | -7% | 6.1% | i | -34% | -1% | 0% | ? | -64%
CCOC(=O)C1CCCN(C(=O)c2ccc(CS(=O)(=O)Cc3ccccc3C)o2)C1 (stereo not given) | -0.6 | 8% | -0.6% | i | -5% | 6% | 3% | 2% | 11%
Cc1ccc(S(=O)(=O)Nc2cc(Cl)c(O)c3ncccc23)cc1 | -0.8 | 21µM* | 6.0% | i | 11µM* | -23% | 5% | 6.3µM* | 2.8µM*
CCOC(=O)NC1(C(F)(F)F)C(=O)NC(C)=C1C(=O)OC (stereo not given) | 0.5 | 8% | -0.5% | i | 4% | 0% | -2% | 3% | -1%
OC(CSc1nnnn1-c1ccccc1)Cn1c2ccccc2c2ccccc21 (stereo not given) | -0.4 | . | 0.1% | ? | ? | . | 25% | . | .
FC(F)(F)c1cnc(N2CCSCC2)c(Cl)c1 | -0.4 | 24% | -0.6% | i | 1% | 0% | 4% | 3% | 11%
COc1cc(C(=O)Nc2ccc(S(=O)(=O)Nc3ncccn3)cc2)c([N+](=O)[O-])cc1OC | 0.3 | 2% | 0.2% | i | -15% | 0% | 9% | -8% | -2%
CCOC(=O)c1c(C)[nH]c(C)c1C(=O)COC(=O)/C=C/c1cccc(F)c1 | 0.0 | 9% | 7.6% | i | 3% | -6% | 2% | -3% | -18%
Cc1cc(C)cc(C(=O)NC(CC(N)=O)c2ccc(NC3CCCCCC3)c([N+](=O)[O-])c2)c1 (stereo not given) | 4.1 | 7% | -0.5% | i | 3% | 5% | -4% | -5% | -15%
O=C(Cn1ncc2c3ccccc3n(Cc3ccc(F)cc3)c2c1=O)N1CCN(c2ncccn2)CC1 | 4.3 | ? | -0.1% | i | 15% | -19% | -6% | -9% | -6%
C=CCn1c(SCC(=O)NCC2CCCO2)nnc1-c1ccncc1 (stereo not given) | 0.5 | 15% | 0.5% | i | -13% | 11% | 13% | -4% | -11%
CCOC(=O)C1CCN(C(=O)CN(Cc2ccc(Cl)cc2)S(C)(=O)=O)CC1 | 0.8 | . | 0.0% | i | -8% | 8% | -1% | 39%[activator] | -12%
O=C(O)[C@H]1Cc2ccccc2CN1S(=O)(=O)c1ccc(F)cc1 | 0.1 | -5% | -1.2% | i | . | 15% | 10% | 4% | 1%
COc1ccccc1-n1c(SCC(=O)c2ccc(O)cc2O)nc2cc([N+](=O)[O-])ccc21 | -0.7 | ? | -0.1% | i | -10% | -10% | 9% | ? | -8%
CCOc1ccc(CN2CCN(Cc3ccc4c(c3)c3ccccc3n4CC)CC2)cc1 | . | ? | -2.0% | . | . | -21% | . | 10µM* | -76%
COc1ccc(C(=O)N(Cc2cc(OC)c(OC)c(OC)c2)C2CCS(=O)(=O)C2)cc1Cl (stereo not given) | . | 14% | 4.1% | i | 4% | -5% | . | 21% | 2%
Cc1nn(CCC#N)c(C)c1Oc1ccccc1O | -1.0 | 8% | -0.5% | i | 3% | 0% | 6% | 15% | -53%
COc1ccccc1CNC(=O)CSc1nnc2c(Cl)cc(C(F)(F)F)cn12 | -0.1 | 6% | -0.3% | i | -1% | -1% | 4% | 3% | -2%
CCc1ccc(OCc2nnc(SCC(=O)NCC3CCCO3)n2C)cc1 (stereo not given) | -1.6 | -7% | -0.3% | i | 2% | -5% | 1% | -1% | -18%
Cc1ccc(C)c(OCC(=O)Nc2cc(C)on2)c1 | -0.7 | 22% | 0.0% | i | 17% | 0% | 0% | -27% | -10%

4 entries from above, reformatted.
Results follow in this order: IL2 activator, Nrf2 inh, Nrf2 ARE act, S2 tox, ATXN2 expr inh, A549 viability, EPAC2 ag, TGFb SMAD3 inh, HepG2 tox
> C=CCn1c(SCC(=O)NCC2CCCO2)nnc1-c1ccncc1 (stereo not given)
 : 0.5, 15%, 0.5%, i, -13%, 11%, 13%, -4%, -11%
> CCOC(=O)C1CCN(C(=O)CN(Cc2ccc(Cl)cc2)S(C)(=O)=O)CC1
 : 0.8, ., 0.0%, i, -8%, 8%, -1%, 39%[activator], -12%
> O=C(O)[C@H]1Cc2ccccc2CN1S(=O)(=O)c1ccc(F)cc1
 : 0.1, -5%, -1.2%, i, ., 15%, 10%, 4%, 1%
> COc1ccccc1-n1c(SCC(=O)c2ccc(O)cc2O)nc2cc([N+](=O)[O-])ccc21
 : -0.7, ?, -0.1%, i, -10%, -10%, 9%, ?, -8%

(cont.)
SMILES | IL2 activator | Nrf2 inh | Nrf2 ARE act | S2 tox | ATXN2 expr inh | A549 viability | EPAC2 ag | TGFb SMAD3 inh | HepG2 tox
CCOC(=O)[C@H]1[C@H]2COc3cc(OC)ccc3[C@@H]2N2C(=O)CN(C)C(=O)[C@@]12C | 1.1 | 4% | -1.3% | i | 6% | 0% | 11% | -36% | 11%
O=C1c2cccc3c(O)ccc(c23)C(=O)N1Cc1ccccc1 | 1.1 | . | 1.6% | . | 1% | 9% | 89µM* | -114% | -38%
Cc1cccc(C(=O)Nc2nc(-c3nnn(-c4cc(F)ccc4F)c3C)ns2)c1 | . | ? | 3.5% | i | ? | 2% | . | ? | -38%
C/C(=N\Nc1nc(N)cc(Cl)n1)c1cccc([N+](=O)[O-])c1 | -2.6 | -3% | 2.6% | i | 10% | 1% | -2% | -11% | -6%
CCN1CCN(S(=O)(=O)c2ccc(Cl)c(C(=O)Nc3ccccc3N3CCCC3)c2)CC1 | -2.4 | 10% | 0.1% | ? | -6% | 1% | 1% | 5% | -1%
CCOC(=O)C1(Cc2ccc(Cl)cc2)CCN(C(=O)C2CCCO2)CC1 (stereo not given) | 0.0 | 7% | -0.2% | i | -18% | 8% | 11% | -10% | 1%
Cc1ccc([C@H]2C[C@@H](O)[C@H](n3cc(COC(=O)c4ccccc4)nn3)CN2C(=O)c2cccs2)cc1 | -4.1 | . | 0.1% | ? | 1% | . | 26% | -3% | -10%
COC(=O)Cc1ccc(NC(=S)N2CCN(CCO)CC2)cc1 | -3.2 | -10% | -1.9% | ? | -4% | -7% | 9% | 0% | 10%
COC(=O)C(Cc1cccc(C)n1)(c1ccccc1)c1ccccc1 | -1.9 | -11% | -0.6% | ? | ? | -6% | 12% | 9% | -10%
Cc1cc(C)c(NC(=O)COC(=O)C2=COCCO2)c(C)c1 | 0.5 | . | -0.1% | i | . | . | 3% | 6% | 14%
CC(Sc1ncn[nH]1)C(=O)NCc1ccccc1 (stereo not given) | 0.3 | -4% | -1.3% | i | 5% | 2% | 7% | 29% | 0%
CC(C)c1onc(C(=O)Nc2cccnc2Cl)c1[N+](=O)[O-] | 0.8 | 13% | ? | i | 5% | 3% | 7% | -1% | 6%

From PubChem BioAssay
